Screening data deposited in PubChem by NMMLSC.
Bim-Bcl-W: human Bim-Bcl-W interaction inhibition. Q92843. bead-based flow cytometry, Bim peptide-Bcl-W binding. inhibition, % at 10 µM. 190,000 tested, 0.02% active;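 note: 0% = bound tracer without compound and 100% = peptide blocker; higher means less fluorescent Bim peptide bound to Bcl-W beads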
Target sequence (Q92843 whole entry, looked up): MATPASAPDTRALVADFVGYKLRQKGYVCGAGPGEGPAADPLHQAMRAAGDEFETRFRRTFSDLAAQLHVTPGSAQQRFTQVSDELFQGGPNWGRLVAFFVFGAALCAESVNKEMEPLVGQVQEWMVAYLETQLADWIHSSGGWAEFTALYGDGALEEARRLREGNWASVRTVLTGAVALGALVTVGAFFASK
ABCB1 inh: blocks JC-1 efflux by human ABCB1 transporter. P08183. CCRF-Adr cells, flow cytometry. inhibition, % at 6.6 µM. 190,000 tested, 0.067% active. AID 1326; in the data active = inhibition above about 40%;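 note: 0% = vehicle and 100% = reference inhibitor; higher value means more JC-1 retained so stronger ABCB1 efflux block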
Bim-Mcl-1: disrupts Bim peptide binding to human Mcl-1; Bead-based flow cytometry, Bim peptide-Mcl-1 binding; AID 1009; Q07820; inhibition, % at 10 µM; 190,000 tested, 0.1% active;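 note: 0% = no compound tracer wells and 100% = peptide blocker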
RGS8-Gao reg: modulates binding of RGS8 to human Galphao. P09471. 220,000 tested, 0.34% active. multiplexed bead flow cytometry; actives lie on both sides. response (percent of control binding), % at 10 µM; in the data active = response below about 60% or above about 140%; inactive = in between;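 note: Galphao activated as the GDP aluminium fluoride complex binding bead-coupled RGS8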
Target sequence (P09471 whole entry, looked up): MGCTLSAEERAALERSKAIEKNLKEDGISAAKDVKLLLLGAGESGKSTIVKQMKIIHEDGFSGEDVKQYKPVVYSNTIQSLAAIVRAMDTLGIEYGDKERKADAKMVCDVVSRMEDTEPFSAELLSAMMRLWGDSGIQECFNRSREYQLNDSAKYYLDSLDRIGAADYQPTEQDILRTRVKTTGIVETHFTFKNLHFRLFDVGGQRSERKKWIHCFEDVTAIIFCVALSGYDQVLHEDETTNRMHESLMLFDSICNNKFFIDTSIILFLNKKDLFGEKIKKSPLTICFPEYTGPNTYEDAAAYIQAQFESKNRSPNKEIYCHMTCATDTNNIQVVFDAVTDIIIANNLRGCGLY
Bcl-2 Bim block: disrupts Bim peptide binding to human Bcl-2; inhibition, % at 10 µM; Bead-based flow cytometry, Bim peptide-Bcl-2 binding; AID 950; 190,000 tested, 0.06% active; P10415; in the data active = inhibition above about 40%; inconclusive = no clear call, values can overlap the other calls;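 note: 0% = no compound wells with probe peptide and 100% = reference peptide inhibitor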
Target sequence (P10415 whole entry, looked up): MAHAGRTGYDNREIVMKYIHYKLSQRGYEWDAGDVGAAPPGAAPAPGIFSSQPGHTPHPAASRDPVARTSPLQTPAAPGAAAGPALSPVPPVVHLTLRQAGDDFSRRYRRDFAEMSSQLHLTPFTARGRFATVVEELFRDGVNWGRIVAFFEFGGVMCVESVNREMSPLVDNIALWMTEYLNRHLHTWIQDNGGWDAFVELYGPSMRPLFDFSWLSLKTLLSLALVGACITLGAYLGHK
RGS4-Gao reg: modulates binding of RGS4 to human Galphao. binding response (% of control), % at 10 µM. AID 1415. P09471. 220,000 tested, 0.33% active. Multiplexed bead flow cytometry; actives lie on both sides; in the data active = binding response below about 49% or above about 150%; inactive = in between;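 note: fluorescent Galphao activated with aluminum fluoride binding bead-coupled RGS4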
RGS7-Gao: modulates binding of RGS7 to human Galphao. 220,000 tested, 0.35% active. AID 1439. P09471. Multiplexed bead flow cytometry; actives lie on both sides. binding response (% of control), % at 10 µM; in the data active = binding response below about 49% or above about 150%; inconclusive = no clear call, values can overlap the other calls; inactive = in between;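 note: fluorescent Galphao held in activated GDP-AlF4 state binding bead-coupled RGS7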
ABCG2 inh: human ABCG2 inhibition, ABCB1 as counter-screen; Q9UNQ0; IgMXP3 cells, JC-1 efflux, flow cytometry; inhibition, % at 6.6 µM; 190,000 tested, 0.1% active; AID 1325;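 active = inhibition above 80%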;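 note: 0% = DMSO and 100% = nicardipine control wells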
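Test system: ABCG2 IgMXP3 and barcoded ABCB1 CCRF-Adr cell mix; Schedule: cells with compound and JC-1, 10 min at 25 °C, rotating, no wash; Technique: flow cytometry of retained JC-1 fluorescence; Measure: % inhibition of efflux relative to nicardipine and DMSO; Controls: nicardipine high and DMSO low controls.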
Bim-Bfl-1: inhibitors of Bim-Bfl-1 interaction, human; AID 1008; Bead-based flow cytometry, Bim-Bfl-1 binding inhibition; Q16548; 190,000 tested, 0.12% active; inhibition, % at 10 µM;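 note: 0% = wells without compound plus tracer and 100% = blocker peptide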
Bim-Bcl-B: inhibitors of Bim-Bcl-B interaction, human. AID 951. inhibition, % at 10 µM. 190,000 tested, 0.073% active. bead-based flow cytometry, Bim peptide-Bcl-B binding. Q9HD36;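 note: 0% = tracer peptide without compound and 100% = reference inhibitor peptide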
Target sequence (Q9HD36 whole entry, looked up): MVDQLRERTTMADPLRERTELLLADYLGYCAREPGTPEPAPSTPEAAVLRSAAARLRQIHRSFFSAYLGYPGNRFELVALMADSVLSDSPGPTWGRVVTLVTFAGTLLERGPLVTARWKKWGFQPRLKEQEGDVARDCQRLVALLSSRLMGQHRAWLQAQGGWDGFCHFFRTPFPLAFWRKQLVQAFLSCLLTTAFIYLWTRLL
Bcl-XL Bim block: disrupts Bim peptide binding to human Bcl-XL | inhibition, % at 10 µM | 190,000 tested, 0.04% active | bead flow cytometry, fluorescence | AID 1007
* = called active by the depositor; ? = inconclusive; . = no result given. Cut-off read from the data, not from the text of the source, unless noted: active = inhibition above about 40%.

SMILES	Bim-Bcl-W	ABCB1 inh	Bim-Mcl-1	RGS8-Gao reg	Bcl-2 Bim block	RGS4-Gao reg	RGS7-Gao	ABCG2 inh	Bim-Bfl-1	Bim-Bcl-B	Bcl-XL Bim block
Cc1cc(C(=O)NCc2ccco2)cs1	-2	-0.1	2	99	-2	100	102	2	0	-2	-1
CCCCCCCCC(=O)NC(NC(=S)N1CCOCC1)C(Cl)(Cl)Cl (stereo not drawn)	-1	0.4	-2	103	-2	101	102	4	-1	-1	-3
CC(=O)N1CCc2cc(S(=O)(=O)NCCC(=O)N3CCN(Cc4ccccc4)CC3)ccc21	-1	0.2	2	98	0	103	100	0	-1	0	0
CC1=C(C(=O)N(C)C)C(c2ccc(N3CCOCC3)cc2)NC(=O)N1 (stereo not drawn)	-3	-0.6	-1	100	0	104	102	-4	-4	-1	1
Cc1ccc(C(C(=O)NC2CCCCC2)N(Cc2ccco2)C(=O)Cn2cnc3ccccc32)cc1 (stereo not drawn)	-3	3.8	0	102	-2	100	102	3	-5	-3	-7
N#C/C(=C/N1CCOCC1)c1ccccc1	0	0.2	0	96	-4	95	91	0	-2	0	-2
Cn1c(N2CCN(C(=O)Nc3ccc(F)cc3)CC2)nc2ccccc21	-2	0.2	-2	.	7	.	.	1	-1	-4	-2
Cc1cccc(C(=O)N2CCC(=O)N(C(COCc3cccc(C(F)(F)F)c3)Cc3ccccc3)CC2)c1 (stereo not drawn)	-4	3.2	-5	102	-4	100	101	0	-4	-7	-5
CCCCn1nc2cc(C(=O)NCc3ccc4c(c3)OCO4)ccc2c1OCC	0	1.5	0	99	-4	104	101	14	-5	-10	0
CC(C)N(CC#CCC(O)(c1ccccc1)c1ccccc1)CCO	-6	-0.1	-5	102	-1	100	102	0	-5	-1	0
Clc1ccc(CN2CCN(/N=C/c3ccco3)CC2)cc1	-4	0.0	0	99	-1	98	96	4	3	0	-5
COc1ccc(COc2cc(-c3cccc(OC)c3)nc3ccc(N)cc23)cc1	8	0.5	1	104	5	96	99	5	8	2	5
CCC(C)C(NC(=O)c1ccc(Cl)cc1)C(=O)Nc1cccnc1 (stereo not drawn)	1	1.2	0	96	1	101	?	7	5	3	-1
CN(CCc1ccccn1)C(=O)c1nn2c(C(F)(F)F)cc(-c3ccco3)nc2c1Cl	0	1.3	0	98	-8	95	91	13	-8	-5	-3
CCOC(=O)c1nc(Nc2ccc(C(=O)OC)cc2)c2ccccc2n1	18	0.3	16	102	5	100	99	1	5	20	23
Cn1ncc(N=Cc2ccc([N+](=O)[O-])cc2)c1C(=O)Nc1ccccc1	-2	1.4	0	97	-1	98	94	6	-3	-2	-1
CC1(C)CC2CC(C)(CN2S(=O)(=O)c2cccc(N)c2)C1 (stereo not drawn)	-5	0.7	0	100	0	102	102	2	2	-1	-5
CC(OCC(O)CN(C)CCOc1ccccc1)c1ccc(Cl)cc1 (stereo not drawn)	0	0.5	-2	100	-9	100	97	2	-15	-10	-2
CN(C)c1nc(NCc2ccccc2)nc(Oc2ccc(=O)[nH]n2)n1	-3	0.2	0	103	1	93	105	1	0	0	-3
Cc1ccc(C(=O)N(CC(=O)Nc2ccc(Cl)c(Cl)c2)Cc2ccco2)cc1	-1	0.1	0	100	1	103	99	-2	-1	-2	-1
O=C(CSc1ncn[nH]1)N(C1CCCCC1)C1CCCCC1	0	1.2	-1	94	-8	95	94	2	-15	-4	-7
CC(C)CC(NC(=O)CNC(=O)C1O[C@@H]2OC(C)(C)O[C@@H]2[C@H]2OC(C)(C)O[C@@H]12)C(=O)O (stereo partly drawn)	-6	-0.2	-13	96	-7	97	93	1	-4	-2	0
CCn1nc(C)c(CN2CCc3c([nH]c4ccccc34)C2C(C)(C)C)c1C (stereo not drawn)	-1	1.4	-3	94	-1	97	97	5	-6	-4	-3
CCCN1CCC(=NNc2ccc(S(N)(=O)=O)cc2[N+](=O)[O-])CC1	-2	0.4	0	98	-1	95	94	1	-3	-5	-4
Cc1cc(N2C(=O)C=CC2=O)c([N+](=O)[O-])cc1C	-1	0.2	-12	84	8	96	96	3	16	0	-2

Whole records as entered above. Values in the order: Bim-Bcl-W	ABCB1 inh	Bim-Mcl-1	RGS8-Gao reg	Bcl-2 Bim block	RGS4-Gao reg	RGS7-Gao	ABCG2 inh	Bim-Bfl-1	Bim-Bcl-B	Bcl-XL Bim block
`CCCN1CCC(=NNc2ccc(S(N)(=O)=O)cc2[N+](=O)[O-])CC1` across the screens: -2	0.4	0	98	-1	95	94	1	-3	-5	-4
`CCC(C)C(NC(=O)c1ccc(Cl)cc1)C(=O)Nc1cccnc1` (stereo not drawn) across the screens: 1	1.2	0	96	1	101	?	7	5	3	-1

Returning to the listing, starting five compounds before the break.
SMILES	Bim-Bcl-W	ABCB1 inh	Bim-Mcl-1	RGS8-Gao reg	Bcl-2 Bim block	RGS4-Gao reg	RGS7-Gao	ABCG2 inh	Bim-Bfl-1	Bim-Bcl-B	Bcl-XL Bim block
O=C(CSc1ncn[nH]1)N(C1CCCCC1)C1CCCCC1	0	1.2	-1	94	-8	95	94	2	-15	-4	-7
CC(C)CC(NC(=O)CNC(=O)C1O[C@@H]2OC(C)(C)O[C@@H]2[C@H]2OC(C)(C)O[C@@H]12)C(=O)O (stereo partly drawn)	-6	-0.2	-13	96	-7	97	93	1	-4	-2	0
CCn1nc(C)c(CN2CCc3c([nH]c4ccccc34)C2C(C)(C)C)c1C (stereo not drawn)	-1	1.4	-3	94	-1	97	97	5	-6	-4	-3
CCCN1CCC(=NNc2ccc(S(N)(=O)=O)cc2[N+](=O)[O-])CC1	-2	0.4	0	98	-1	95	94	1	-3	-5	-4
Cc1cc(N2C(=O)C=CC2=O)c([N+](=O)[O-])cc1C	-1	0.2	-12	84	8	96	96	3	16	0	-2
COC(=O)c1ccc(NC(=O)C(=O)N2CCN(C(=S)Nc3cccc(OC)c3)CC2)cc1	0	1.1	0	105	-7	104	96	33	-17	-2	-3
Cc1c(Cl)cccc1NC(=O)CN1CCN(CCN=CC2=C(O)CC(c3ccccc3)CC2=O)CC1 (stereo not drawn)	-8	2.2	-4	102	-5	104	101	3	-5	-5	-6
O=C(c1cccc(Br)c1)N1CCCC1	1	-0.1	-1	100	-13	100	102	0	-10	-9	-8
N#Cc1nc(-c2ccc(OCc3ccccc3)cc2)oc1NCCCN1CCOCC1	-2	0.2	-4	100	-4	100	97	3	-3	-2	-1
CCN(CC)CC(C)CNC(=O)CN1C(=O)CSc2ccc(S(=O)(=O)N3CCOCC3)cc21 (stereo not drawn)	-5	0.6	0	106	-5	102	103	9	-4	-1	-3
Cc1c(N)cc(C(=O)N2CCOCC2)cc1[N+](=O)[O-]	-4	3.6	0	74	0	92	95	11	0	-2	-4
CCOC(=O)c1c(C)oc2c1c(CN1CCN(CCO)CC1)c(O)c1ccccc12	-3	-0.1	0	103	0	104	114	2	-4	0	-4
Cc1ccc2c(c1)C(=O)C(=O)N2CC(=O)OC(C)C	-2	0.2	0	98	-1	98	101	1	-1	-2	0
COc1ccc(/C=N/NC(=O)c2nc(-c3ccccc3)n(-c3ccccc3)n2)cc1OC	0	4.3	-1	94	-16	87	87	24	-11	-10	-8
COc1cc(CNCCc2c[nH]c3ccccc23)ccc1OCc1ccc(F)cc1	-1	1.1	-3	108	1	108	108	2	-1	-2	-4
CCCCN(C)CCCNC(=O)CCn1nc(-c2ccccc2)ccc1=O	0	0.1	1	98	0	96	95	0	-1	1	-2
COc1cc(OC)cc(C(=O)Nc2ccc(S(=O)(=O)N(C)C)cc2)c1	0	0.4	2	103	-2	100	108	6	-2	0	-1
CCc1cc2c(cc3c(=O)n(CC(=O)NCCCN4CC(C)CC(C)C4)ncn32)s1 (stereo not drawn)	0	-2.5	0	100	-5	106	103	-3	-10	-4	-2
Cc1ccc(C(C)C)c(OCCNC(=S)Nc2cccc3ccccc23)c1	-5	0.2	-3	101	-8	104	105	2	-15	-11	7
CN(C)c1nc(OCC(=O)NC(C)(C)C)nc(N(C)C)n1	-4	0.4	-1	98	-6	98	100	3	-15	-9	-7
O=C(N/N=C/c1ccc([N+](=O)[O-])o1)c1cn(-c2ccccc2)nc1-c1ccc(F)cc1	-2	-0.4	-4	101	-5	102	87	5	4	-3	-2
CC(C)(C)OC(=O)N1CCN(C(=O)Cn2cc(CCO)nn2)CC1	1	0.6	3	103	-4	98	99	1	-2	2	2
O=C1N=C2SCCN2/C1=C\c1c(Cl)cccc1Cl	0	-0.1	0	100	-1	96	98	0	-1	0	3
CC(Nc1cccc2ccccc12)C(=O)N/N=C/c1ccccn1 (stereo not drawn)	2	0.4	0	101	-4	102	100	3	-7	-4	-3
CCC(=O)Nc1ccc2c(c1)C(=O)N(C)C2=O	2	0.0	1	102	0	103	106	2	1	2	2
COc1ccc(NC(=O)CN(C)CC(=O)Nc2cccc(F)c2)cc1Cl	-1	1.7	-1	103	-2	102	103	5	-1	0	-3
CCc1cc(CC)c(/C=N/NC(N)=O)c(CC)c1	0	0.5	-3	100	-4	103	99	15	-5	-2	-1
Cn1nccc1C(=O)OCC(=O)Nc1nc(-c2ccccc2)cs1	5	0.0	1	100	-9	104	103	0	-3	-5	-3
S=C(Nc1ccc(Cl)cc1)c1nc2ccccc2[nH]1	-3	-0.1	-3	99	-7	103	100	0	-8	-6	-6
Cc1ccc(-n2nc(-c3cccs3)cc2C(=O)NCC2CCCO2)c(C)c1 (stereo not drawn)	2	1.0	0	106	-1	102	103	2	0	-3	0
COc1cc(OC)cc(C(=O)NCC(=O)OCC(=O)/C=C2/N(C)c3ccccc3C2(C)C)c1	-3	0.7	-1	101	-2	96	99	2	-3	-2	-7
S=c1[nH]ncn1/N=C/c1ccc(Br)cc1	8	0.0	1	99	5	103	103	1	8	-13	0

Individual results from the results shown:
`CCC(=O)Nc1ccc2c(c1)C(=O)N(C)C2=O` | Bim-Bcl-B: 2
`CC(Nc1cccc2ccccc12)C(=O)N/N=C/c1ccccn1` (stereo not drawn) | Bim-Bcl-B: -4
`COc1ccc(/C=N/NC(=O)c2nc(-c3ccccc3)n(-c3ccccc3)n2)cc1OC` | ABCB1 inh: 4.3
`CCN(CC)CC(C)CNC(=O)CN1C(=O)CSc2ccc(S(=O)(=O)N3CCOCC3)cc21` (stereo not drawn) | Bim-Bcl-W: -5

Only Bim-Bfl-1 (three entries from above):
compound	Bim-Bfl-1
CCc1cc(CC)c(/C=N/NC(N)=O)c(CC)c1	-5
Cc1c(N)cc(C(=O)N2CCOCC2)cc1[N+](=O)[O-]	0
COc1ccc(/C=N/NC(=O)c2nc(-c3ccccc3)n(-c3ccccc3)n2)cc1OC	-11
